High-throughput results: PubChem BioAssay, several laboratories
NCOA3 inh = inhibitors of human steroid receptor coactivator 3 (SRC3); inhibition, % at 3.6 µM; HEK293 GAL4-SRC3 luciferase reporter, luminescence; Q9Y6Q9; actives 0.17% (n = 360,000);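 active = inhibition above a per-campaign cutoff, the mean of all compounds plus 3 SD, cut at about 60% in these data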;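 note: 0% = DMSO-treated cells and 100% = gossypol-treated cells at 36 µM; higher means less SRC3-driven luciferase light from the GAL4 reporter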
SRC2 inh = inhibits human steroid receptor coactivator 2; Q15596; HEK293 GAL4-SRC2 luciferase reporter, luminescence; inhibition, % at 9 µM; actives 0.17% (n = 370,000); AID 651957;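 active = inhibition above the mean inhibition of all tested compounds plus 3 SD, set per campaign, cut at about 52% in these data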;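 note: 0% = DMSO treated cells and 100% = cells given Gossypol at 36 µM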
C8 TRAIL sens = caspase-8 TRAIL sensitization | inhibition (viability loss, TRAIL sensitization), % at 10 µM | NB7+C8 cells + TRAIL, ATPlite viability luminescence | actives 1% (n = 360,000);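 active = compounds causing at least 50% loss of cell viability in the single-dose screen, relative to plate controls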
NOD2 RIPK2 PPI = NOD2-RIPK2 protein interaction inhibition; O43353; CHO BLA complementation NOD2-RIPK2, CCF4 ratio; inhibition, % at 4.98 µM; actives 0.38% (n = 360,000); in the data active = inhibition above about 21%;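 note: 0% = vehicle only and 100% = reference blocker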
COUP-TFII inh = inhibitors of human COUP-TFII (NR2F2) | P24468 | HEK293T NGFI-A luciferase reporter, luminescence | inhibition, % at 8.6 µM | actives 0.7% (n = 370,000);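 active = inhibition above a per-plate cutoff, mean inhibition of test wells between control levels plus 3 SD, cut at about 38% in these data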;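 note: cells cotransfected with COUP-TFII expression vector driving the NGFI-A reporter; 0% = median of COUP-TF2 test wells and 100% = reporter-only cells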
Target sequence (P24468 whole entry, looked up): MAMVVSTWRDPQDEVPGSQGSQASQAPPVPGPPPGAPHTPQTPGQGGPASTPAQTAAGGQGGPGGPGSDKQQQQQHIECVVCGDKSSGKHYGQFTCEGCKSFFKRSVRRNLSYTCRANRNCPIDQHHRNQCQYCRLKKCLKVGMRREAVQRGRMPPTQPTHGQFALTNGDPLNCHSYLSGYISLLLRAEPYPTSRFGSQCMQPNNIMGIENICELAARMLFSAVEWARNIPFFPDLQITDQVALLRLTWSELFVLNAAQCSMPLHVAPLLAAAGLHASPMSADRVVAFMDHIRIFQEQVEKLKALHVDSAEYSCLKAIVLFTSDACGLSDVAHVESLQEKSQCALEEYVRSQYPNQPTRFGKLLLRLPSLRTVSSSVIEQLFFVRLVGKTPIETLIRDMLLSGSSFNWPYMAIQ
LMP1 NFkB inh = inhibitors of Epstein-Barr LMP1-induced NF-kappaB reporter. AID 504558. inhibition, % at 12.5 µM. actives 0.69% (n = 350,000). LMP1-induced NF-kappaB luciferase reporter cells, luminescence; in the data active = inhibition above about 41%;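 note: 0% = neutral control wells and 100% = reference inhibitor control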
TROY NFkB inh = TROY signaling inhibition; Q293 LMP1-TROYcd NF-kB luciferase reporter, 4 h; inhibition, % at 10 µM; actives 0.98% (n = 360,000);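 active = compounds whose plate-normalised and pattern-corrected inhibition of the luciferase reporter signal at the single screening dose is 50% or more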
Vif inh = blocks HIV Vif function; actives 0.35% (n = 340,000); AID 602346; inhibition, % at 7.49 µM; HEK293T cells, Vif self-association by quenched fluorescence, imaging, 24 h; in the data active = inhibition above about 50%, passing the limit was not always enough; note: some results filed as inactive read as strong as hits
TLR9-MyD88 inh = inhibitors of human TLR9-MyD88 binding. Q9NR96+Q99836. CHO BLA complementation TLR9-MyD88, CCF4 FRET ratio. inhibition, % at 4.98 µM. actives 0.21% (n = 340,000);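 active = inhibition above the mean over all tested compounds plus 3 SD, cut at about 21% in these data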;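 note: 0% = DMSO only wells and 100% = clavulanate BLA inhibitor control wells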
LRH-1 inv ag = NR5A2 inverse agonism in reporter assay; O00482; HEK293T StAR-luciferase reporter, LRH-1 transfected, 24 h; actives 0.13% (n = 360,000); inhibition, % at 3.6 µM;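 active = inhibition above the mean inhibition of all tested compounds plus 3 SD, cut at about 73% in these data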;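 note: 0% = DMSO wells and 100% = reporter-only cells lacking LRH-1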
Target sequence (O00482 whole entry, looked up): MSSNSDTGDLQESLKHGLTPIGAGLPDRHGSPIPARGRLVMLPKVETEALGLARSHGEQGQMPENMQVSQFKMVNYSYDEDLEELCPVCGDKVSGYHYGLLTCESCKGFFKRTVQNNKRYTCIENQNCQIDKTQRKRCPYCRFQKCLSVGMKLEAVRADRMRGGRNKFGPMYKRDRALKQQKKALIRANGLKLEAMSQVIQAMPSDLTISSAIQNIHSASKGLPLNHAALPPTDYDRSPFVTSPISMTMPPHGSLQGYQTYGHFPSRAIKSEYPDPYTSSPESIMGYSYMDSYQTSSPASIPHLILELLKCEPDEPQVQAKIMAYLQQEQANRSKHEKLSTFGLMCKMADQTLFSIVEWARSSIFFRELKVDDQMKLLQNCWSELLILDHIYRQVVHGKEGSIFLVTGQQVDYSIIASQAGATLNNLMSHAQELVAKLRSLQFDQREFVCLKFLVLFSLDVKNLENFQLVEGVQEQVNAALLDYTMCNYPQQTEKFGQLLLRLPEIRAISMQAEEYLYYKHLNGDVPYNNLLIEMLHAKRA
NCOA1 inh = human NCOA1 inhibition; HEK293 GAL4-SRC1 luciferase reporter, luminescence; Q15788; actives 0.12% (n = 360,000); inhibition, % at 3.6 µM;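 active = inhibition above the campaign mean plus 3 SD, with each screening campaign given its own cutoff, cut at about 60% in these data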;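 note: 0% = DMSO treated cells and 100% = gossypol at 36 µM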
* marks the source's active call; other numbers are inactive results; · = not tested or not shown.

Fields – NCOA3 inh, SRC2 inh, C8 TRAIL sens, NOD2 RIPK2 PPI, COUP-TFII inh, LMP1 NFkB inh, TROY NFkB inh, Vif inh, TLR9-MyD88 inh, LRH-1 inv ag, NCOA1 inh
- CCN(C(=O)CSc1nnc(NCCOC)s1)c1c(N)n(Cc2ccccc2)c(=O)[nH]c1=O
    23.1, -15.9, -6.7, 5.8, -0.4, 6.7, -18.6, 1.8, 15.8, 8.3, -5.1
- COc1ccnc(N2CCN(c3cccc(C(F)(F)F)c3)CC2)c1C#N
    4.2, 7.9, 10.8, -7.5, -28.1, 8.1, 19.5, -0.7, -8.8, -22.8, -7.5
- COc1cc(C(C)=O)ccc1OCc1cc(C(=O)N2CCSCC2)no1
    2.3, -1.7, -13.2, -3.3, 3.2, -0.5, 12.3, -4.2, 1.0, -11.6, -34.7
- CC1CCCCN1C(=O)CSc1ccc(-c2ccc(F)cc2)nn1 (centres undefined)
    -20.5, -16.3, -3.6, -1.2, -15.5, -0.5, -41.0, -6.1, 8.8, -40.1, -21.4
- Cc1cc(-n2c(C)cc(C(=O)COc3cccnc3[N+](=O)[O-])c2C)no1
    6.3, -12.1, 26.7, -11.0, -13.8, -6.6, 17.8, -8.5, -1.6, 6.1, -9.7
- O=C(Nc1ccc(-n2cccn2)cc1)C1CCCCN1Cc1cccc2c1OCO2 (centres undefined)
    25.4, -13.0, 14.9, 7.8, 15.3, -7.7, -22.8, 12.5, 2.5, 0.6, 7.2
- Cc1ccc(OS(=O)(=O)c2ccc(N3C(=O)CCC3=O)cc2)cc1
    -6.2, 0.8, 2.8, -13.5, 13.4, -3.3, 16.5, -5.4, -1.8, -1.6, -10.0
- O=C(COCc1cc(-c2cccs2)on1)NC1CCCCC1
    3.9, 5.8, -1.8, -0.6, -14.0, 2.2, -15.9, -4.3, -11.9, -26.3, 10.0
- COc1ccc2c(c1)CCc1cn[nH]c1-2
    -1.7, -14.0, -2.1, -3.9, -15.7, 2.6, -11.8, -10.5, 11.2, -5.2, -15.8
- C=CCNCCOCCOc1ccccc1-c1ccccc1
    9.2, -7.6, 2.5, -5.8, 2.7, 2.3, 13.8, 5.1, 1.0, -2.8, -11.1
- COc1ccc(S(=O)(=O)N(C)CC(=O)N2CCN(C)CC2)cc1C
    8.7, -0.9, -0.5, 3.9, -2.9, -0.2, -0.8, -5.2, 1.9, -3.0, -6.5
- CN1CCN(Cc2ccc(Sc3ccc(Cl)cc3)c([N+](=O)[O-])c2)CC1
    11.8, 14.9, 7.2, -5.8, 1.8, -1.0, -3.9, 11.4, 6.9, 20.7, 9.5
- O=C(NC(Cc1c[nH]c2ccccc12)C(=O)O)c1cccc(S(=O)(=O)N2CCCCC2)c1 (centres undefined)
    7.4, 20.5, -11.6, 3.7, 2.2, 1.1, -3.6, -4.5, -13.9, 16.7, 9.3
- O=C(NNc1cccc(Cl)n1)Nc1ccc(Cl)cc1
    9.2, -26.8, -9.7, 0.3, 14.7, 5.6, -7.5, -3.6, -13.8, -4.7, -3.5
- CCOc1ccc(/C=N/NC(=O)C(OC)c2ccccc2)cc1 (centres undefined)
    8.7, -25.8, -5.8, 14.8, -10.3, 4.9, -24.1, -2.2, -1.5, 0.1, -69.1

2 entries from above, set out differently:
Structure: COc1ccnc(N2CCN(c3cccc(C(F)(F)F)c3)CC2)c1C#N
  NCOA3 inh = 4.2
  SRC2 inh = 7.9
  C8 TRAIL sens = 10.8
  NOD2 RIPK2 PPI = -7.5
  COUP-TFII inh = -28.1
  LMP1 NFkB inh = 8.1
  TROY NFkB inh = 19.5
  Vif inh = -0.7
  TLR9-MyD88 inh = -8.8
  LRH-1 inv ag = -22.8
  NCOA1 inh = -7.5
Structure: CCN(C(=O)CSc1nnc(NCCOC)s1)c1c(N)n(Cc2ccccc2)c(=O)[nH]c1=O
  NCOA3 inh = 23.1
  SRC2 inh = -15.9
  C8 TRAIL sens = -6.7
  NOD2 RIPK2 PPI = 5.8
  COUP-TFII inh = -0.4
  LMP1 NFkB inh = 6.7
  TROY NFkB inh = -18.6
  Vif inh = 1.8
  TLR9-MyD88 inh = 15.8
  LRH-1 inv ag = 8.3
  NCOA1 inh = -5.1

Molecules above that contain fluorine, in the order listed:
Fields – NCOA3 inh, SRC2 inh, C8 TRAIL sens, NOD2 RIPK2 PPI, COUP-TFII inh, LMP1 NFkB inh, TROY NFkB inh, Vif inh, TLR9-MyD88 inh, LRH-1 inv ag, NCOA1 inh
- COc1ccnc(N2CCN(c3cccc(C(F)(F)F)c3)CC2)c1C#N
    4.2, 7.9, 10.8, -7.5, -28.1, 8.1, 19.5, -0.7, -8.8, -22.8, -7.5
- CC1CCCCN1C(=O)CSc1ccc(-c2ccc(F)cc2)nn1 (centres undefined)
    -20.5, -16.3, -3.6, -1.2, -15.5, -0.5, -41.0, -6.1, 8.8, -40.1, -21.4

Carrying on:
Fields – NCOA3 inh, SRC2 inh, C8 TRAIL sens, NOD2 RIPK2 PPI, COUP-TFII inh, LMP1 NFkB inh, TROY NFkB inh, Vif inh, TLR9-MyD88 inh, LRH-1 inv ag, NCOA1 inh
- COc1cc(C2C(C#N)=C(N)Oc3cc(O)ccc32)cc(OC)c1OC (centres undefined)
    10.5, -21.4, 14.2, -1.0, 15.9, 7.4, -6.6, ·, -2.2, 20.1, -14.7
- Cc1sc2ncn3cnnc3c2c1C
    10.2, 1.5, 1.2, -1.1, 5.4, 2.4, -6.5, -6.8, 2.3, 2.1, 16.1
- Cc1ccccc1OCC(=O)Nc1ccc(S(=O)(=O)N2CCOCC2)cc1
    -1.4, 17.0, 16.4, 0.1, -21.1, -5.8, 4.8, 4.5, 9.3, -7.2, 18.7
- CCN(CC)S(=O)(=O)c1ccc(NC(=O)C2CC(=O)N(c3ccc4c(c3)OCCO4)C2)cc1 (centres undefined)
    5.5, 24.4, -15.4, -3.5, -13.0, 8.8, 6.6, 9.7, 5.7, -15.8, 9.3
- O=C(O)c1cccnc1SC1CC(=O)N(CCc2ccccc2)C1=O (centres undefined)
    -8.7, -32.6, -12.8, -12.6, 0.6, 0.3, 5.9, -4.3, -10.0, -3.1, -1.7
- CCCCn1c(=O)n(C)c(=O)c2c(C(F)(F)F)cc(-c3ccncc3)nc21
    21.4, 6.0, 2.8, -0.6, 11.0, -22.9, -17.7, -4.8, -3.5, -4.2, 12.9
- COCCOc1ccc(C(F)(F)F)cc1NC(=O)COC(=O)c1cc([N+](=O)[O-])ccc1N1CCOCC1
    10.6, -43.1, 6.6, 3.0, -10.0, -7.4, -0.3, ·, -8.9, -11.2, -6.0
- COc1cc(OC)cc(C(=O)NCC(=O)OC2CCCCC2=O)c1 (centres undefined)
    7.4, -5.8, -11.8, -3.9, -0.7, -0.6, -22.8, -1.1, 1.6, 1.8, -16.1
- CCOC(=O)c1nn(-c2ccccc2)c(=O)cc1OCC(=O)Nc1cc(C)ccc1OC
    -8.5, 20.6, 4.8, -7.4, -18.1, -5.3, 15.2, 2.8, -0.5, 10.6, -11.1
- CCOC(=O)NCc1ccc(S(=O)(=O)Nc2ccccc2C)cc1
    -7.2, 3.0, -1.5, -1.8, -12.7, 3.1, 18.9, -11.6, -8.1, 21.7, 7.8
- CC(=O)NCCc1nc2ccccc2n1CCOc1ccccc1C
    25.4, -1.2, -30.9, -1.9, 11.3, -0.2, -3.9, -2.3, 6.8, 8.4, 7.0
- CCCC(=O)N1CCC1(C)C(=O)Nc1ccc2c(c1)CCN2C(C)=O (centres undefined)
    -2.8, -2.6, -10.8, -9.5, -22.6, ·, 5.1, -5.3, ·, -0.6, 16.4
- Cc1cccc(NC(=O)CN2CCN(C(=O)c3oc4c(Cl)cccc4c3C)CC2)c1C
    9.1, 14.7, -6.7, 2.4, 14.7, -4.0, 8.2, 7.3, -17.8, -6.5, 2.3
- NC(=O)c1snnc1-c1ccccc1
    19.0, -7.2, -3.1, -5.2, -12.5, 1.7, 4.1, 8.2, -7.1, 4.8, -17.6
- Cc1cc(=O)oc2cc(OC(C)C(=O)NCCCN3CCCC3=O)c(Cl)cc12 (centres undefined)
    2.6, -16.0, -10.9, -0.4, -3.2, -0.8, 8.9, -10.1, 3.3, 15.4, -0.9
- Cc1ccc(OC(=O)c2ccccc2C(=O)OCC(F)(F)C(F)F)cc1
    12.0, ·, -16.1, 4.7, ·, 0.2, -2.9, 3.3, -8.7, 2.3, -13.6
- Cc1ccc2cc(/C=N/Nc3ccc(C(=O)O)cc3)c(Cl)nc2c1
    -54.2, -28.3, 12.8, -2.3, -30.5, -63.4, 4.6, -12.7, 0.4, -11.0, -45.6
- CC(=O)N1CCc2cc(S(=O)(=O)CCC(=O)N3CCN(c4ccccc4F)CC3)ccc21
    -29.2, -19.3, 28.5, 5.7, -8.8, 8.1, -7.4, 15.7, -4.8, -6.3, 19.9
- O=C(Nc1ccnc(-c2cccnc2)n1)c1cccc(Cl)c1Cl
    10.1, 23.2, -14.2, -10.9, -15.2, 4.6, 20.5, 2.1, 7.1, -2.3, -13.2
- O=C(CSc1n[nH]c(-c2cccs2)n1)NCc1cccs1
    21.6, 14.1, 23.2, -9.2, -14.8, 0.0, -3.8, 5.9, 6.6, 0.0, 8.0
- COC(C(=O)Nc1ccc(F)cc1)c1ccccc1 (centres undefined)
    -12.9, -16.8, -13.1, -2.0, 4.1, 1.4, -3.2, 1.8, 7.7, 3.1, 3.6
- COC(=O)C1=C(C)NC(=S)N(C(C)=O)C1c1ccc(OC)c(OC)c1 (centres undefined)
    16.3, -14.9, 0.9, -3.1, -14.3, 5.1, -6.4, 1.2, -7.2, -8.3, -12.5
- CC12CCC(C(=O)NCCCN3CCOCC3)(OC1=O)C2(C)C (centres undefined)
    1.9, -28.5, -3.5, -9.5, 1.8, -4.4, 7.7, -7.6, -7.8, 8.1, 9.3
- COc1ccc(C2C3=C(NCCN=C3c3ccccc3)C(=O)N2c2ccccc2)c(OC)c1 (centres undefined)
    10.8, -18.1, -14.2, 6.3, 0.8, -5.2, 4.9, -8.6, 8.9, 3.8, -26.2
- Cc1ccc(S(=O)(=O)N=C2SCCCS2)cc1
    14.6, 6.3, 6.9, -6.2, 16.5, 0.7, -2.5, 19.0, -4.4, 10.9, 1.3
- O=C1NCCN1Cc1cccc(Cl)c1
    -21.9, 7.2, -0.7, -0.3, 1.8, -19.4, -12.4, 12.5, -2.7, 7.5, 11.7

An excerpt of these results, bar-delimited:
Compound | NCOA3 inh | SRC2 inh | C8 TRAIL sens | NOD2 RIPK2 PPI | COUP-TFII inh | LMP1 NFkB inh | TROY NFkB inh | Vif inh | TLR9-MyD88 inh | LRH-1 inv ag | NCOA1 inh
Cc1ccc(OS(=O)(=O)c2ccc(N3C(=O)CCC3=O)cc2)cc1 | -6.2 | 0.8 | 2.8 | -13.5 | 13.4 | -3.3 | 16.5 | -5.4 | -1.8 | -1.6 | -10.0
O=C(COCc1cc(-c2cccs2)on1)NC1CCCCC1 | 3.9 | 5.8 | -1.8 | -0.6 | -14.0 | 2.2 | -15.9 | -4.3 | -11.9 | -26.3 | 10.0
COc1ccc2c(c1)CCc1cn[nH]c1-2 | -1.7 | -14.0 | -2.1 | -3.9 | -15.7 | 2.6 | -11.8 | -10.5 | 11.2 | -5.2 | -15.8

Some of the compounds tested (hit frequency here may not be typical).
